S1P3 ag – agonists of human S1P3 receptor; AID 373; 0.1% of 60,000 active; activation, % at 4.5 µM; Q99500; S1P3 NFAT-BLA reporter cells, agonism, FRET ratio; relative to 1 µM S1P, basal subtracted;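 active means activation above the screen-wide mean plus 3 SD, cut at about 4.5% in these data, passing the limit was not always enough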; further: some compounds called inactive have numbers as strong as hits
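Assay system: stable CHO line with human S1P3, Gα16, NFAT-BLA reporter; Detection: FRET β-lactamase substrate fluorescence, excitation 405 nm, 460/535 nm emission ratio, background-subtracted; Read-out: percent activation versus median 1 µM S1P response, basal-subtracted, per plate; Incubation: cells plated overnight, compound 4 h 37 °C, substrate 2 h RT.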
S1P1 ag pot – agonists and agonism potentiators of human S1P1 receptor; S1P1 CRE-bla cells, forskolin, beta-lactamase FRET, potentiator mode; S1P1 agonist co-added at EC20, 2 nM; 100% = saturating reference agonist, 0% = basal; activation, % at 9.5 µM; 0.57% of 56,000 active; AID 449;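 active means activation above a cutoff set at the mean activation of all tested compounds plus 3 SD, cut at about 54% in these data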;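 further: forskolin at 4 µM as EC80 and the EC20 agonist is SEW2871; 100% = SEW2871 at its EC100 plus forskolin at EC80; some compounds past the cut are filed as inactive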
Target sequence (P21453 whole entry, looked up): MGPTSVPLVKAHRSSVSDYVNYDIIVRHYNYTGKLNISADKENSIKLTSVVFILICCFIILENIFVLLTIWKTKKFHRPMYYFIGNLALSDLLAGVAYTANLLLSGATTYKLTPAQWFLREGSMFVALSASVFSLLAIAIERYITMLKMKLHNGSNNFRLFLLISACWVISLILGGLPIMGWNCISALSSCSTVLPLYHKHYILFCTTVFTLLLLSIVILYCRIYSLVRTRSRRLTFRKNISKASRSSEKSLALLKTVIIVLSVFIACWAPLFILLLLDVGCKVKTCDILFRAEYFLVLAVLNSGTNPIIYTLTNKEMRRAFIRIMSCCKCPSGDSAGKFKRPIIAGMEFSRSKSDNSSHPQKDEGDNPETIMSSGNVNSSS
HEK293 NFkB inh – lowers PMA/ionomycin-induced NF-kB signal in HEK293 cells | HEK-293 NF-kB luciferase reporter, luminescence | inhibition, % at 3 µM | 0.21% of 62,000 active | AID 465;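 active means inhibition above the mean of all tested compounds plus 3 SD, cut at about 40% in these data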;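 further: 0% = stimulated DMSO wells and 100% = 10 µM reference inhibitor 5653914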
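Timing: 1 h pretreatment, 16 h stimulation, 37 °C; system: HEK-293 cells with stable firefly luciferase reporter driven by four HIV NF-kB elements; doses: 3 µM once, 0.30% DMSO; measured by: luciferase luminescence; control set: DMSO and 10 µM reference inhibitor; repeats: single test; reagent: PMA plus ionomycin mix as NF-kB-activating stimulus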
Jurkat tox 60K – cytotoxic compounds reducing Jurkat cell viability | Jurkat E6.1 viability, ATP luminescence, 48 h | inhibition, % at 4 µM | 1.2% of 56,000 active | AID 463;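 active means inhibition above the mean inhibition of all tested compounds plus 3 SD, cut at about 28% in these data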
M1 agonist – agonists of M1 muscarinic receptor; CHO-M1 cells, Fluo-4 calcium fluorescence, agonist mode; stronger effect = higher value; B-score at 10 µM; 3% of 64,000 active; AID 626;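 active means fluorescence rise, raw or as B-score row- and column-corrected plate score, outside the 99.7% band of its plate's samples, either direction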
Ec RNAP inh – inhibitors of Escherichia coli RNA polymerase; P0A8V2; E. coli RNA polymerase, fluorescence transcription assay; inhibition, %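 (tested at 10 µM)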; 0.2% of 62,000 active; in the data active means inhibition above about 20%;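 further: 0% = enzyme without compound and 100% = no enzyme blank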
M1 antag – antagonists of rat M1 muscarinic receptor. P08482. CHO-M1 cells, Fluo-4 calcium, ACh EC80 antagonist mode; stronger effect = lower value. B-score at 10 µM. 3.4% of 64,000 active. AID 628;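 active means calcium fluorescence response, raw or row-and-column corrected B-score, differing from the plate sample mean either way at a set confidence level, mostly lower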
Target sequence (P08482 whole entry, looked up): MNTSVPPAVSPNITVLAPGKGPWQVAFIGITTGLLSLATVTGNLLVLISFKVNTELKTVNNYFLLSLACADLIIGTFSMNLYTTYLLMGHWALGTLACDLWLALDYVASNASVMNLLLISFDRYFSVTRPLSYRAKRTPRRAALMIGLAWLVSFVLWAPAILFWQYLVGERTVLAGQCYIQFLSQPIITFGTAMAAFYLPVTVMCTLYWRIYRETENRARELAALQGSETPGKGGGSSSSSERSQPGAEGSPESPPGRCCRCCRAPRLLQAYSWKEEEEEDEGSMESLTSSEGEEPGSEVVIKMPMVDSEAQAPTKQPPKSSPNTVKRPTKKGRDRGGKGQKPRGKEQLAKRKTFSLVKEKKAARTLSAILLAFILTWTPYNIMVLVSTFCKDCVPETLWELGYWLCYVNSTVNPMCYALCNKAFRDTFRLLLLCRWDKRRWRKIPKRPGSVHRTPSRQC
D1 mod – D1 dopamine receptor (human) allosteric modulation. P21728. HEK293 D1, CRE-luciferase, dopamine EC30 potentiation; actives deviate in either direction. B-score at 10 µM. 5.9% of 58,000 active;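 active means luminescence count or its row- and column-corrected plate score outside the 99.7% band of the plate's sample wells, on either side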
TNAP act mid DEA – activates human TNAP at intermediate phosphate acceptor concentration. P05186. purified TNAP, CDP-star luminescence, 100 mM DEA, 30 min; stronger effect = higher value; scale: 0 levamisole-inhibited, 1 vehicle-only enzyme. activation factor at 20 µM. 64,000 tested, under 10 active;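 active means activation factor of at least 2 at 20 µM, relative to controls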
* marks the source's active call; other numbers are inactive results; nt = no result given.

SMILES	S1P3 ag	S1P1 ag pot	HEK293 NFkB inh	Jurkat tox 60K	M1 agonist	Ec RNAP inh	M1 antag	D1 mod	TNAP act mid DEA
Cc1cc(C(=O)NCc2ccccc2)c(=O)[nH]c1C	0.2	-25	1	-1	0.64	1	-0.26	0.21	1
O=C1CCCc2nc(N3CCN(Cc4ccccc4)CC3)ncc21	-0.2	-1	9	7	1.9	4	1.1	-0.25	1
CCc1nnc(NC(=O)CSc2nnc(CCc3nc4ccccc4[nH]3)n2C)s1	-1.3	-2	13	2	-0.57	6	-1.7	0.46	1
CN(C)c1ccc(C(=O)C(O)c2ccc(C(C)(C)C)cc2)cc1 (configuration not stated)	-0.8	-2	12	2	0.37	7	0.6	0.81	1
Cc1cc(N2CCCC2)nc(-c2ccccc2O)n1	-0.8	-12	6	-1	0.092	8	-2	0.012	1
O=S(=O)(Nc1ccn(-c2ccccc2)n1)c1ccc(Br)cc1	-0.6	-2	6	-4	2.1	5	-0.18	0.38	0.9
O=C(C1CCC1)N1CCc2cc(S(=O)(=O)NCc3ccco3)ccc21	-0.4	-14	8	8	-1.5	8	-0.45	-0.45	0.9
Cc1cc(C(=O)CSc2nc3ccc(Cl)cc3[nH]2)c(C)n1C	-1.1	-10	-3	3	-1.6	12	-0.0016	-0.017	1
Cc1cc(C)nc(-n2nc(C)cc2NC(=O)c2cc(=O)c3ccccc3o2)n1	-0.6	-6	11	3	-0.26	8	0.15	0.0076	0.9
COc1ccc(-n2nc3c(c2NC(=O)c2cc(Br)ccc2Cl)CS(=O)C3)cc1 (configuration not stated)	-0.7	-3	7	6	-0.068	11	0.0012	nt	1
CN(Cc1ccccc1)C(=O)CCn1c(=O)oc2ccccc21	-0.6	-16	2	-4	-0.34	8	-0.0097	-0.096	1
CCn1c(=O)cc(SCC(=O)N2CCN(C(=O)c3ccco3)CC2)c2ccccc21	nt	nt	20	nt	2.5	3	-0.41	0.038	0.9
O=C(c1cccc(-c2nnc(-c3ccccc3)o2)c1)N1CCCCC1	-1.1	3	-29	-2	0.16	5	0	7.9*	1
O=C(c1ccc(N2CCOCC2)nc1)N1CCCCC1	0.1	3	2	-3	0.09	15	-0.2	nt	1
Cc1ccc(O)c(-c2cc(C(F)(F)C(F)F)nc(-c3ccccc3)n2)c1	-0.8	-26	5	-5	-0.25	7	0.89	-0.38	0.9
COC(=O)c1ccc(Cl)c(NC(=O)CN(c2ccc3c(c2)OCO3)S(C)(=O)=O)c1	0.2	nt	1	1	-0.79	4	0.0044	-0.45	0.9
Nc1c(C(=O)NCCc2ccccc2)nnn1Cc1ccccc1	0.1	8	16	9	0.45	8	0.77	0.81	0.9
Cc1onc(-c2ccccc2Cl)c1C(=O)Nc1ccccc1C(N)=O	-0.7	-12	-16	12	-1.8	5	0.081	0.18	0.9
ON1C(c2ccccc2C(F)(F)F)N(O)[C@H]2CCCC[C@H]21 (some centres not stated)	-0.1	-9	5	-3	0.0021	nt	-0.66	1.2	0.9
Cc1nc2c(o1)CCc1ccccc1C2N1CCN(C)CC1 (configuration not stated)	-2.2	8	nt	nt	-0.62	-1	-15*	nt	1
CCSc1nc2ccccc2n1CC(=O)N1CCCCC1	-0.4	-11	14	8	-0.57	9	-0.99	-0.045	1
COCCNC(=O)Cn1cc2c(n1)CCCCC2	-0.2	-17	11	-1	-0.019	5	-0.97	-0.98	0.9
O=C(COc1ccc(-c2nnco2)cc1)NC1CCCc2ccccc21 (configuration not stated)	-0.1	-8	9	3	-0.91	nt	-0.02	1.2	0.9
CS(=O)(=O)N(Cc1ccco1)CC(O)Cn1c2ccccc2c2ccccc21 (configuration not stated)	-0.9	25	7	0	-1.8	5	-0.0022	0.083	0.9
Nc1ncnc2c1ncn2CCNCCc1ccccc1	0.6	-1	19	-6	0.018	12	-1.1	0.013	0.9
Later entries
SMILES	S1P3 ag	S1P1 ag pot	HEK293 NFkB inh	Jurkat tox 60K	M1 agonist	Ec RNAP inh	M1 antag	D1 mod	TNAP act mid DEA
CCOC(=O)Cc1c(C)nc2c(-c3cccc(Br)c3)c[nH]n2c1=O	-1.1	14	12	16	-1.7	-1	0.056	0.17	1
O=C(Cn1nnc(-c2ccncc2)n1)NCCc1ccccc1	0.4	-1	7	-5	-0.023	1	-0.02	0.83	0.9
COc1ccc(-n2c(SCC(=O)N3CCCC3)nc3c([nH]c4ccccc43)c2=O)cc1	-0.2	-23	19	2	-0.88	1	-0.031	-0.53	1.1
CCOC(=O)C1CCN(c2c(NCCCN(CC)c3ccccc3)c(=O)c2=O)CC1	-1.1	-17	23	-2	0.025	9	-1	0.023	0.9
CCC(=O)N1c2ccc(S(=O)(=O)CCC(=O)NCc3ccc4c(c3)OCO4)cc2CC1C (configuration not stated)	-0.9	-7	7	-2	-0.28	3	0.78	0.59	1
CC1=C(C(=O)NCc2ccccc2)C(c2cccs2)n2ncnc2N1 (configuration not stated)	-0.4	2	7	6	0.38	14	0.05	0.014	0.9
CSCSC1=C(C#N)C(c2ccc(Cl)cc2)C(C(C)=O)=C(C)N1 (configuration not stated)	-0.1	16	10	0	-0.022	9	0.5	-1.4	0.8
COc1ccc(NC(=O)c2cc(C)on2)cc1OC	-0.5	-24	11	-6	-0.48	-1	-0.49	0.9	0.9
O=C(c1cc(-n2cnnc2)ccc1Cl)N1CCN(c2nc(-c3ccccc3)cs2)CC1	-0.3	6	6	6	-0.2	9	-0.41	1.2	1
CC(C)C(=O)Nc1ccc(Nc2ccccc2)cc1	-0.3	5	-3	-6	-1.2	8	-0.058	-0.039	0.9
C=CCn1c(SCC(=O)NCc2ccc3c(c2)OCO3)nnc1C1COc2ccccc2O1 (configuration not stated)	-1.6	20	19	0	0.5	3	0.64	0.089	0.9
Nc1nc(SCC(=O)NCc2ccccc2)n[nH]1	-1.2	-6	14	5	0.74	3	0.74	-0.64	0.9
COc1ccc(-c2c3c(=O)n(C)c(=O)n(C)c3cn2Cc2ccccn2)cc1	-1.5	-5	3	-2	-0.39	nt	-0.27	-1.1	0.9
CC(C)(C)c1cnnn1-c1ccc(NC(=O)c2ccc(Br)o2)cc1	nt	nt	13	nt	-0.014	5	-2.3*	nt	0.9
COc1cc(C(=O)N2CCN(c3cc(Cl)ccc3Cl)CC2)cc(OC)c1OC	-0.8	0	43*	61*	-0.072	6	0.56	6.5*	0.8
COC(=O)c1ccc(N2CCOCC2)c(NC(=O)Nc2cccc(OC)c2)c1	-0.3	10	1	-8	2	-1	-0.9	-2.4	1
O=C(NCC1CCCO1)c1ccc(COc2ccc(F)cc2)o1 (configuration not stated)	0.4	6	7	-1	-0.0061	11	0.95	-0.028	0.9
O=S(=O)(/N=C/c1ccccc1O)c1cccs1	-0.9	0	24	-2	-0.31	-1	0.79	0.25	0.9
O=C(C1CCN(S(=O)(=O)c2cccc3cccnc23)CC1)N1CCN(c2ccc(Cl)cc2)CC1	-0.7	64	17	38*	3.4*	-2	-2.2	-1.7	0.9
COc1ccccc1C(c1nnnn1CCc1ccccc1)N1CCN(c2ccccc2)CC1 (configuration not stated)	4.0	-42	8	-6	0.43	11	-0.076	-2.4	0.9
CCOC(=O)c1[nH]c2c(c1C)C(=O)CC(c1ccco1)C2 (configuration not stated)	-0.8	-10	41*	100*	0.0053	4	0.11	-0.79	0.9
CSc1cccc(NC(=O)c2ccco2)c1	-1.7	-12	-1	-3	0.75	-2	-0.046	-0.32	0.9
CCOC(=O)N1CCC(NC(=O)Cn2c3ccccc3c3cn[nH]c(=O)c32)CC1	-0.7	14	18	-1	-0.26	1	0.0081	-0.68	0.9
CC(C)COC(=O)CCNc1n[nH]c(=O)[nH]c1=O	-2.6	8	nt	nt	0.49	8	0.18	nt	0.9
Cc1noc(/C=C/N(C)C)c1S(=O)(=O)N1CCCC(C(=O)NCc2ccccc2Cl)C1 (configuration not stated)	0.4	7	8	3	0.26	11	-1.2	-0.35	1

Just S1P3 ag, for some of the entries so far:
molecule,S1P3 ag
CC1=C(C(=O)NCc2ccccc2)C(c2cccs2)n2ncnc2N1 (configuration not stated),-0.4
O=C(NCC1CCCO1)c1ccc(COc2ccc(F)cc2)o1 (configuration not stated),0.4

Next part:
SMILES	S1P3 ag	S1P1 ag pot	HEK293 NFkB inh	Jurkat tox 60K	M1 agonist	Ec RNAP inh	M1 antag	D1 mod	TNAP act mid DEA
Cc1onc(-c2ccccc2Cl)c1C(=O)N1CCCc2ccccc21	-1.9	-32	14	11	-0.079	-3	-0.83	-0.66	1.1
Nc1nc(CN2CCN(Cc3ccc4c(c3)OCO4)CC2)nc(Nc2ccccc2)n1	0.0	3	10	-5	-0.0029	11	-0.4	-1.7	0.9
Cc1nn(C(C)C(=O)N2CCc3ccccc3C2)c(=O)c2cc3occc3n12 (configuration not stated)	-0.5	8	7	0	-0.061	0	0.54	0.27	0.9
COc1ccc(-c2cc(NCCc3ccncc3)n3ncnc3n2)cc1	nt	nt	16	nt	-0.055	-4	-0.24	nt	1
Fc1ccc(-c2cc3nc4c(c(N5CCOCC5)n3n2)CCCC4)cc1	-0.1	-3	9	8	-0.22	4	-0.056	1.6	0.9
Nc1nonc1C(=O)NCCNC(=O)c1ccccc1F	0.0	-4	7	-3	-0.31	5	0.27	-0.01	0.9
Cc1ccc(S(=O)(=O)N(C)CC(=O)N2CCc3ccccc32)cc1	-0.8	nt	4	2	-1.3	-5	0.0061	1.9	0.9
COc1ccccc1Nc1ncnc2ccccc12	0.1	1	6	0	-0.16	8	0.23	-0.76	0.9
CC(C)[C@H](NC(=O)NCc1ccc(Cl)cc1)C(=O)O	-0.5	1	7	-2	-0.46	6	0.43	-0.79	0.8
Oc1ccc(-c2nc3cnccn3c2Nc2ccc3c(c2)OCCO3)cc1	-0.7	18	18	-2	0.5	-1	-1.5	2.8*	0.9
Cc1cc(OCCN2CCCCC2)nc2ccccc12	-5.4	3	nt	nt	1.1	9	0.24	nt	0.9
COc1cc(C(=O)N2CCC(n3cnc4cc(F)ccc43)CC2)cc(OC)c1OC	-1.1	-10	10	5	-0.3	2	-0.91	0.22	1.1
Cc1cc(C(=O)OCCO)c(C#N)c(N)n1	-1.0	-14	12	-4	-0.73	-21	0.55	2.4	0.9
O=C(CC(=O)c1ccccc1O)c1cccc(F)c1	0.2	-32	11	69*	0.27	9	0.3	-0.052	0.9
CCC(=O)Nc1c2c(nn1-c1cccc(Cl)c1)CSC2	-0.9	4	2	-3	-0.91	6	1.1	1.3	0.9
CCOC(=O)c1c(OCC)[nH]c2c1cc(O)c1ccccc12	-1.0	-20	9	0	0.78	4	-0.13	0.02	0.9
N#Cc1c(SCC(N)=O)nsc1SCc1ccccc1Cl	-0.1	6	-2	1	-0.29	5	0.069	5.6*	0.9
COC1CCCCC1NS(=O)(=O)c1ccccc1 (configuration not stated)	-0.6	1	10	-4	-0.25	7	-0.16	-0.86	1

M1 agonist, hit marks shown above.
smiles | S1P3 ag | S1P1 ag pot | HEK293 NFkB inh | M1 agonist | Ec RNAP inh | M1 antag | D1 mod | TNAP act mid DEA
O=C(C1CCN(S(=O)(=O)c2cccc3cccnc23)CC1)N1CCN(c2ccc(Cl)cc2)CC1 | -0.7 | 64 | 17 | 3.4* | -2 | -2.2 | -1.7 | 0.9

Bioassay records deposited in PubChem by several laboratories.

Random draw from the library. Share with any hit: about 12%.
